Mdm2 ligase inh = blocks human Mdm2 ubiquitin ligase activity. AID 1230. cell-based MDM2 ubiquitination luciferase reporter, 2 h; 0 = plate control, 100 = twice control, blank-subtracted. Q00987. actives 0.11% (n = 210,000). signal enhancement, % at 5 µM;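 active means signal enhancement of 30% or more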;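 further: luminescence tracks abundance of the self-degrading MDM2-luciferase fusion protein; higher signal means inhibition of MDM2 E3 ligase activity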
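Test system: mammalian cells stably expressing self-ubiquitinating, self-degrading MDM2 E3–luciferase fusion; Amount: 2000 cells in each well; Medium: DMEM; Schedule: 4 h settle plus 2 h compound, 37 °C; Technique: SteadyLite luciferase luminescence after 15 min room-temperature reagent incubation; Benchmarks: plate control and blank wells.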
TNF death inh = blocks TNF-alpha induced death of Jurkat FADD-/- cells. Jurkat FADD-/- TNF necroptosis rescue, ATP luminescence, 24 h; 0 = TNF only, 100 = no-TNF cells. activation (protection from cell death), % at 10 µM. actives 0.068% (n = 220,000);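 active means activation, meaning protection from cell death, of at least 50% relative to plate controls; inactive means activation below 50%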;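 further: necroptosis triggered by 40 ng/mL TNF-alpha added together with compound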
TRPML3 ag = activates the human TRPML3 channel. Q8TDD5. HEK293 TRPML3-YFP, Fluo-8 calcium fluorescence; 100% = the carbachol control signal. activation, % at 3 µM. actives 0.29% (n = 220,000). AID 1448;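 active means activation above its plate's cutoff, the mean activation of the plate's test wells plus 3 SD, cut at about 12% in these data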;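 further: 0% = DMSO only wells and 100% = carbachol wells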
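Test system – HEK293 line with stable expression of human TRPML3-YFP channel · Control set – carbachol 87 µM final as high control (100%), DMSO as low control (0%) · Signal – Fluo-8 calcium dye fluorescence, ex 470-495, em 515-575 nm · Incubation – 1-h 37 °C dye load, 5-s basal, 120-s post-compound reads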
EBV gp42 inh = EBV gp42 inhibition | Q1HVG2 | Fluorescence polarization binding assay, mP read-out | inhibition, % (tested at 21.74 µM) | actives 0.42% (n = 220,000); in the data active means inhibition above about 50%
Target sequence (Q1HVG2 whole entry, looked up): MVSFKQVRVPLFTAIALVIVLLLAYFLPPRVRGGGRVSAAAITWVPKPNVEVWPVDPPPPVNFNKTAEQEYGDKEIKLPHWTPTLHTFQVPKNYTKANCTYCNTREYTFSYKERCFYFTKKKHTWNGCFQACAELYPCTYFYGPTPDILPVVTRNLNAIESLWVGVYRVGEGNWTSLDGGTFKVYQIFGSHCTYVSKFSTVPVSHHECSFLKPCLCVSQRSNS
CHOP inh = inhibitors of CHOP induction in ER stress response; CHO-K1 CHOP-promoter luciferase, tunicamycin-induced, 15-18 h; actives 3.8% (n = 220,000); inhibition, % at 10 µM;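 active means compounds that reduced the stress-induced luciferase reporter signal by more than about 70% of percent inhibition, limit read from the data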;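 further: 0% = tunicamycin plus vehicle and 100% = wells without tunicamycin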
p47phox inh = p47phox (human) inhibition. actives 0.53% (n = 220,000). P14598. inhibition, % at 24.7 µM. p47phox/p22phox peptide binding, fluorescence polarization, 2 h. AID 1274;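 active means inhibition above about 30%, limit read from the data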;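 further: 0% = p47phox with labelled peptide and 100% = labelled peptide alone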
PPC-1+TRAIL kill = PPC-1 cancer cell killing with TRAIL present; PPC-1 cells + TRAIL, ATPLite viability luminescence; cell killing (% activity), % at 4 µM; actives 0.41% (n = 220,000);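 active means cell killing above 50% in the first pass at 4 µM, then a duplicate retest at 5 µM averaging 50% or more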;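 further: plate controls were cells with TRAIL plus DMSO for no effect and medium-only wells lacking cells for full effect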
zfTRPN1 agonist = zebrafish TRPN1 (NompC) channel agonism. HEK293 zebrafish TRPN1-YFP, Fluo-8 calcium fluorescence; 100% = response to 87 µM carbachol. activation, % at 3 µM. actives 0.18% (n = 220,000);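 active means activation above its plate's cutoff, the mean activation of test wells on that plate plus 3 SD, cut at about 19% in these data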;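 further: 0% = DMSO alone and 100% = 87 µM carbachol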
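Material: zebrafish TRPN1-YFP in HEK293 cells; Doses: single test compound dose, 3 µM nominal, 0.3% DMSO; Timing: dye loading 1 h at 37 °C, then 30 min room temperature; Technique: intracellular calcium fluorescence with Fluo-8; Benchmarks: high carbachol 87 µM, low DMSO alone.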
Runt-SMMHC FRET = inhibitors of human RUNX1 Runt domain binding to CBFb-SMMHC. Cerulean-Runt/Venus-CBFb-SMMHC FRET ratio 530/480, 1 h. inhibition, % at 20 µM. actives 0.74% (n = 220,000). AID 1434;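 active means mean inhibition across duplicate retests at 20 µM reaching about 50%, limit read from the data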;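 further: 0% = DMSO wells and 100% = wells with excess untagged CBFb-SMMHC; inhibitors lower the FRET ratio by blocking Runt binding to CBFb-SMMHC; some results filed as inactive read as strong as hits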
Target sequence (Q01196 whole entry, looked up, the tested form may be a part): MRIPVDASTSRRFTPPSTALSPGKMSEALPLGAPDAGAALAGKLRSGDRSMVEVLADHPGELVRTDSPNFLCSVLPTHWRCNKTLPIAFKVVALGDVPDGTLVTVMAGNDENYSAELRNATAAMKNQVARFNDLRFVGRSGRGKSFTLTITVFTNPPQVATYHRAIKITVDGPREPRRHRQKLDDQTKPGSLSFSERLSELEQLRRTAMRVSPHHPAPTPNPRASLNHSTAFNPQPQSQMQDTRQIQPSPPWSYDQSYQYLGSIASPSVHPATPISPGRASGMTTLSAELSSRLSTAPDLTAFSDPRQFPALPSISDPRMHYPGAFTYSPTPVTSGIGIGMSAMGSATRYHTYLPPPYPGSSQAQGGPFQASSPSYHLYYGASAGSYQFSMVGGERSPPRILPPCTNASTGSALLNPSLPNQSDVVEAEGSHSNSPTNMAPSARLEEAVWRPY
Target sequence (Q13951 whole entry, looked up, the tested form may be a part): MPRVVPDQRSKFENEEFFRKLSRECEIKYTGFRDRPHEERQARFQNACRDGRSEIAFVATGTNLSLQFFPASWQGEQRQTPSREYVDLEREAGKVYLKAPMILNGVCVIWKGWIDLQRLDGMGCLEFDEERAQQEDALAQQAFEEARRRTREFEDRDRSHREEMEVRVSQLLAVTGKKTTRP
* hit, by the source's call; x = no result given; [ ] = remark or other dose.

Each structure is followed by: p47phox inh | TNF death inh | TRPML3 ag | zfTRPN1 agonist | CHOP inh | EBV gp42 inh | Mdm2 ligase inh | PPC-1+TRAIL kill | Runt-SMMHC FRET
[1] CCOC(=O)C1C(=O)CC(C)(O)C(C(=O)OCC)C1c1ccc(Br)o1 (centres undefined)
→ 0 | -0.1 | -0.3 | -2.8 | -24 | -17 | -7 | 1 | -8
[2] COc1ccccc1N1CCN(C(=O)CCNS(=O)(=O)c2ccc3c(c2)CCC(=O)N3)CC1
→ -5 | 0.6 | 0.7 | -0.6 | 1 | -24 | -12 | 21 | -2
[3] CCOC(=O)c1cc(C(=O)c2cc(Cl)ccc2O)coc1=N
→ -30 | -1.0 | -0.4 | -0.4 | -2 | -6 | -15 | 26 | 48
[4] COc1ccc(N(Cc2cc3ccccc3[nH]c2=O)S(C)(=O)=O)cc1
→ -7 | -2.3 | 0.1 | 0.5 | 5 | -8 | 8 | 17 | 6
[5] COc1cc(C(=O)NCCCn2ccnc2)cc(OC)c1OC
→ -4 | 0.5 | 1.1 | -0.1 | -13 | -20 | -17 | -28 | 0
[6] Cc1ccc(NC(=O)CSc2nnc(CNC(=O)c3cccs3)o2)cc1
→ -18 | 0.2 | 0.2 | -0.2 | 4 | -5 | -8 | 4 | 4
[7] O=C(CSC1=NC(=O)C(Cc2ccccc2)C(=O)N1)NC1CCCCC1 (centres undefined)
→ -4 | -0.7 | 1.1 | 0.3 | -12 | -14 | -19 | 26 | -1
[8] COc1cccc(N(CC(=O)NCC2CCCO2)C(=O)CCC(=O)Nc2nccs2)c1 (centres undefined)
→ x | 1.4 | 0.6 | 0.5 | 19 | -1 | -11 | 3 | 2
[9] COc1ccc(C(=O)C2CCCN(C(=O)CCC3=NNC(=O)CC3)C2)c(C)c1 (centres undefined)
→ 3 | 0.9 | 0.0 | -0.5 | 51 | -5 | 11 | x | x
[10] CS(=O)(=O)N(CC(=O)NCc1ccncc1)c1cc(Cl)cc(Cl)c1
→ -3 | 1.4 | 0.0 | 0.4 | 9 | -14 | -9 | -21 | 2
[11] Cc1c(NC(=O)C(=O)/C=C(/O)c2ccccc2)c(=O)n(-c2ccccc2)n1C
→ 3 | 1.2 | 0.2 | -1.0 | 4 | -20 | -9 | 9 | 1
[12] O=C(CCN1CCCCC1)Nc1ccc(Br)cc1
→ -9 | 0.4 | 0.7 | -0.9 | 25 | -6 | -5 | 15 | 2
[13] Cc1ccc2nc(-c3ccc(Br)o3)oc(=O)c2c1
→ -4 | -8.0 | 0.5 | -0.1 | -11 | -22 | -13 | 15 | -4
[14] Cc1ccc(C)c2c1sc(=NC(=O)CN1C(=O)CCC1=O)n2C
→ -16 | -1.8 | 0.8 | 0.3 | -14 | -9 | -42 | 14 | -5
[15] Cc1ccc(S(=O)(=O)N(C)C)cc1NC(=S)NC(C)CCC(C)C (centres undefined)
→ -8 | -0.4 | 0.6 | 2.9 | 24 | -14 | -13 | 6 | -1
[16] O=C(N/N=C/c1cccc(Br)c1)c1ccc(Cn2cc(Br)cn2)o1
→ -18 | 0.3 | 0.1 | 0.1 | -22 | 17 | -7 | 12 | 3
[17] Cc1ccccc1CN(c1ccc(C(=O)Nc2ccccc2C(=O)NCc2ccco2)cc1)S(C)(=O)=O
→ -16 | 4.7 | 0.2 | 0.9 | 11 | 5 | 1 | 5 | -6
[18] N#Cc1ccc(CSCC(=O)NN=C2CCCC2)cc1
→ -8 | 1.8 | 0.6 | -1.1 | 2 | 4 | -12 | 14 | 5
[19] O=C1C2C3C=CC(C4CC34)C2C(=O)N1/N=C/c1ccc([N+](=O)[O-])s1 (centres undefined)
→ 5 | 1.1 | 1.1 | 0.1 | -8 | -11 | -15 | 18 | -1
[20] C/C(=N\Nc1c([N+](=O)[O-])c(C)nn1C)c1ccc(F)cc1F
→ 3 | -0.8 | 1.0 | -0.8 | 48 | 4 | 6 | 10 | -4
[21] O=C1C=C(O)C(n2cncn2)C(c2ccc(F)cc2)C1 (centres undefined)
→ -1 | -0.4 | 0.1 | 0.1 | 9 | -3 | 0 | 17 | 2
[22] CN(C)S(=O)(=O)c1cccc(C(=O)Nc2ccccc2[N+](=O)[O-])c1
→ 6 | -0.3 | -0.2 | 1.8 | -2 | -17 | -4 | -3 | -6
[23] CSc1nc(N)nc(C(C)C)n1
→ -4 | 1.1 | 0.5 | 1.8 | -20 | -15 | -7 | 12 | -5
[24] CS(=O)(=O)N1CCN(C(=O)Cc2cccs2)CC1
→ -10 | 0.1 | 0.0 | 1.6 | -15 | -4 | -4 | -20 | 1
[25] Cc1ccc(N(C)C(=O)C2CCN(S(=O)(=O)c3ccc4c(c3)oc(=O)n4C)CC2)cc1
→ -17 | -1.0 | 0.3 | 1.0 | 47 | -19 | -8 | 15 | -4
[26] N#Cc1ccccc1Sc1ccccc1C(=O)Nc1ccc(Br)cc1
→ -14 | -1.8 | 0.0 | 1.7 | 12 | -8 | 5 | 11 | 6
[27] CCOC(=S)SCc1cn2ccccc2n1
→ -24 | 4.1 | 0.9 | 1.4 | 6 | -12 | 0 | x | 7
[28] CCOC(=O)Cc1csc(NS(=O)(=O)c2ccc(F)cc2)n1
→ -14 | -0.9 | 0.2 | 1.4 | 2 | -4 | 4 | -36 | 1
[29] CC(=O)c1cccc(NC(=O)c2cc3ccccn3n2)c1
→ -16 | -2.6 | 0.6 | 0.7 | 10 | -10 | -25 | 40 | 2
[30] CCOC(=O)N1CCC(N(CCN(C)C)C(=S)Nc2cccc(SC)c2)CC1
→ 1 | 0.3 | 0.1 | -1.3 | -15 | -3 | -46 | 19 | 0

Already shown: entries from further up.
Each structure is followed by: p47phox inh | TNF death inh | TRPML3 ag | zfTRPN1 agonist | CHOP inh | EBV gp42 inh | Mdm2 ligase inh | PPC-1+TRAIL kill | Runt-SMMHC FRET
[29] CC(=O)c1cccc(NC(=O)c2cc3ccccn3n2)c1
→ -16 | -2.6 | 0.6 | 0.7 | 10 | -10 | -25 | 40 | 2
[30] CCOC(=O)N1CCC(N(CCN(C)C)C(=S)Nc2cccc(SC)c2)CC1
→ 1 | 0.3 | 0.1 | -1.3 | -15 | -3 | -46 | 19 | 0

Next part.
Each structure is followed by: p47phox inh | TNF death inh | TRPML3 ag | zfTRPN1 agonist | CHOP inh | EBV gp42 inh | Mdm2 ligase inh | PPC-1+TRAIL kill | Runt-SMMHC FRET
[31] CC(C)=CCN1CCN(Cc2nc(C(C)C)cs2)CC1CCO (centres undefined)
→ 3 | 0.7 | 0.9 | -0.4 | 5 | -12 | -7 | 22 | -6
[32] CC(C)c1cc(C(=O)NC2CCCCC2)no1
→ -10 | 2.2 | 0.2 | -0.7 | 17 | -19 | -3 | -10 | 0
[33] COC(=O)c1ccc(NC(=O)CSc2nc3ncccc3[nH]2)cc1
→ -1 | 6.5 | 0.4 | 1.9 | -3 | -7 | -14 | 22 | 0
[34] C=CCN(CC=C)C(=O)c1ccc(OC2CCN(Cc3ccccn3)CC2)cc1
→ 10 | 1.5 | 0.3 | 0.3 | 3 | -12 | 3 | 6 | 3
[35] CC(NC=C1C(=O)OC(C)(C)OC1=O)C(=O)O (centres undefined)
→ -2 | 0.3 | -0.1 | -0.9 | 7 | -10 | -14 | 6 | -2
[36] CN1CCN(c2ccccc2NC(=O)c2ccc(N3CCCC3)c([N+](=O)[O-])c2)CC1
→ 0 | 3.7 | 1.4 | 3.3 | 8 | -18 | -12 | 5 | 3
[37] COCCNC(=O)CN1C(=O)CSc2ncccc21
→ -10 | 0.1 | 0.6 | 0.7 | 7 | -1 | -22 | x | 0
[38] Cc1ccc(NC(=O)CSc2ccc(-c3ccco3)nn2)cc1
→ -2 | 1.3 | 0.6 | 2.4 | 74* | -19 | 17 | 5 | 12
[39] CCOC(=O)C1=C(C)N=C2SC(C(=O)OC)=CC(=O)N2C1c1cccc(OC)c1 (centres undefined)
→ -15 | -10.0 | 0.1 | 0.2 | 26 | -13 | -12 | 27 | -1
[40] CC(C)OCC(O)CSc1ccccn1 (centres undefined)
→ -9 | 1.1 | -0.4 | 1.2 | 7 | -23 | -4 | -6 | -1
[41] O=c1cc(Nc2cccc(Br)c2)[nH]c(=O)[nH]1
→ -8 | 2.4 | 0.6 | -0.1 | 18 | -1 | -7 | 6 | 4
[42] Cc1ccc(S(=O)(=O)N2CCC(NC(=O)c3cccc(C)c3)CC2)cc1
→ 0 | -1.4 | 0.0 | -1.4 | 24 | -9 | -1 | 0 | -1
[43] O=C(CSc1nncs1)NCCCc1ccccc1
→ 18 | 2.1 | 0.3 | 1.2 | -15 | -2 | -13 | 34 | -5
[44] O=C(Cn1cccc1C(=O)c1ccccc1)NCc1ccc2c(c1)OCO2
→ -2 | 0.4 | -1.3 | -1.1 | -18 | -4 | -12 | 8 | 2
[45] Cc1ccc2nc(SCC(=O)O)nc(C)c2c1
→ -13 | 0.1 | -1.1 | -0.2 | 40 | -10 | -12 | 23 | -5
[46] CC(C)OC(=O)C(C)Oc1ccc(C(=O)NCCc2ccccc2)cc1 (centres undefined)
→ -10 | 1.0 | -0.5 | -0.6 | -26 | -22 | 11 | 12 | 1
[47] O=C(NCc1ccc(F)cc1)Nc1cccc([N+](=O)[O-])c1
→ 0 | 0.3 | 1.7 | 1.9 | 3 | 8 | -2 | 5 | 0
[48] Cc1cc(C)cc(NC(=S)Nc2ccc(Cl)c(Cl)c2)c1
→ -14 | -5.2 | 0.6 | 1.4 | 17 | 3 | -8 | 15 | -1
[49] COCCNC(=O)c1cc2nc(-c3ccccc3)cc(C)n2n1
→ 2 | -0.6 | -0.2 | 0.6 | -2 | -10 | -4 | 3 | 0
[50] CC(C)CNC(=O)c1cccc(NC(=O)CCc2ccccc2)c1
→ -8 | 2.8 | 0.3 | -1.2 | 8 | -7 | -11 | 14 | 1
[51] O=C(CN1C2=NCCN2c2ccccc21)c1ccc2c(c1)OCO2
→ -9 | 1.6 | -1.1 | 3.1 | 5 | -19 | -10 | 17 | 1
[52] OC(COCc1ccccc1)CN1CCN(c2ccccc2F)CC1 (centres undefined)
→ -6 | -2.2 | 0.2 | -0.1 | 33 | -6 | -2 | 22 | 0
[53] COC(=O)c1cccc(S(=O)(=O)N(Cc2ccco2)Cc2cc3cc(OC)ccc3[nH]c2=O)c1
→ -48 | -9.7 | 0.5 | -0.6 | 48 | -1 | -17 | -1 | 4
[54] CC(=O)Nc1cccc(NC(=O)Nc2ccc(C(C)=O)cc2)c1
→ 7 | -2.7 | -0.1 | 0.4 | -14 | 6 | -6 | 19 | 2
[55] CCOc1ccc(N2CSC3=C(C#N)C(c4ccco4)CC(=O)N3C2)cc1 (centres undefined)
→ -5 | 0.2 | 0.2 | -0.4 | -1 | 9 | -5 | -11 | 19
[56] Clc1cccc(-c2cc3nc4c(c(N5CCOCC5)n3n2)CCCC4)c1
→ -9 | 0.2 | -0.2 | 0.5 | 51 | -14 | -7 | 11[5 µM] | -1
[57] FC(F)(F)COc1nc(OCC(F)(F)F)nc(N2CCN(c3ccccc3)CC2)n1
→ -4 | -1.2 | -0.6 | 0.4 | 20 | -12 | -43 | 10 | -5
